Screening results: PubChem, National Center for Advancing Translational Sciences (NCATS)
G9a block – G9a (human) methyltransferase inhibition | Q96KQ7 | G9a H3K9 monomethylation, AlphaScreen, 2 h | Potency, µM (top dose mostly 102 µM), for the others: at the highest dose activity, negative = inhibition, hits mostly inhibitors | 350,000 tested, 8.8% active; note: potency is the fitted concentration of half-maximal effect; % is set by controls: 0 for no effect and ±100 for the full control effect; nearly all actives have a fitted effect of over 75% in size
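G9a (20 nM) was preincubated 15 min with compound, then reacted 2 h at room temperature with 500 nM biotin-H3K9 peptide and 20 µM SAM. Monomethyl-H3K9 detected by AlphaScreen using anti-H3K9me1 antibody.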
Pin1 inhibitor – blocks the human prolyl isomerase Pin1. Pin1 FP peptide displacement, HiFluor488, 10 min. 390,000 tested, 0.009% active. Potency, µM (series often up to 115 µM), for the others: top-dose activity, negative = inhibition, actives largely listed as inhibitors; active = well fitted inhibition curve with a large enough effect in the polarisation, with a control signal flat, not every such curve was filed as active; inconclusive = small, poorly fitted or top-dose-only effect, or effect the other way, or a change in a side signal; inactive = no such curve, though single readings can be large or run the other way; the % refers to the polarisation; note: potency is the fitted concentration of half-maximal effect; % is set by controls: 0 for no effect and ±100 for the full control effect
JMJD2A Tudor – blocks the human JMJD2A Tudor domain. AlphaScreen JMJD2A-Tudor / H3K4me3 peptide binding. Potency, µM (doses to about 114 µM), for inactives: top-dose activity change, negative = inhibition, hits mostly inhibitors. AID 504339. O75164. 390,000 tested, 4.4% active; note: potency is the fitted concentration of half-maximal effect; % is set by controls: 0 for no effect and ±100 for the full control effect; nearly all actives have a fitted effect of over 50% in size
PI4K2A block – inhibitors of human PI4K2A; 420,000 tested, 0.13% active; activity change, negative = inhibition, % at 76.9 µM; Q9BTU6; purified PI4K2A, ADP-Glo luminescence, 1 h; stronger effect = lower value; AID 1346378; in the data active = activity change below about -50%; inconclusive = mostly about -30% to -49%;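 note: -100% = wells without enzyme as full effect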
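ADP-Glo luminescence measured ADP generated by PI4K2A enzyme (4 ug/mL before mixing) with 1.2 mM PI substrate (pre-mix) and 300 microM ATP (pre-mix). Tris pH7.5 buffer with MgCl2, Triton X-100; 1 h reaction at ambient temperature.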
HP1b binding inh – HP1-beta chromodomain-methylated histone interaction inhibition; P83916; AlphaScreen HP1-beta / biotin-H3K9me3 peptide binding; Potency, µM (titrated, usually from 114 µM), inactives show top-dose activity change, negative = inhibition, most hits filed as inhibitors; 390,000 tested, 0.56% active; AID 540317; note: potency is the fitted concentration of half-maximal effect; nearly all actives have a fitted effect of over 70% in size; inactives centre near 23
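HP1-beta protein (50 nM final) preincubated 30 min at room temperature with biotinylated H3(1-18)K9me3 peptide (50 nM) in PBS pH 7.4, 0.01% Tween-20, then compound added for 30 min. AlphaScreen streptavidin donor/nickel chelate acceptor beads (10 ug/mL final), 30 min dark, luminescence read.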
BAZ2B block – BAZ2B (human) inhibition; 360,000 tested, 4.4% active; Potency, µM (top dose mostly 114 µM), inactives show at the top dose activity change, negative = inhibition, usual class: inhibitors; Q9UIF8; AlphaScreen BAZ2B-H3K14Ac peptide displacement; AID 504333; note: potency is the fitted concentration of half-maximal effect; % is set by controls: 0 for no effect and ±100 for the full control effect; nearly all actives have a fitted effect of over 60% in size
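BAZ2B (50 nM) with biotin-H3(5-23)K14Ac peptide (50 nM) in PBS pH 7.4, 0.01% Tween-20, preformed 30 min, then compound 30 min at room temperature; top concentration 110uM. AlphaScreen streptavidin donor/nickel chelate acceptor beads (10 ug/mL final), 20 min dark, signal read.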
PGK inhibitor – inhibitors of T. brucei phosphoglycerate kinase; P07378; PGK/GAPDH coupled, Kinase-Glo luminescence, 60 min; Potency, µM (doses to about 57.5 µM), inactives show at the top dose activity change, negative = inhibition, actives largely listed as inhibitors; 380,000 tested, 0.043% active; AID 602233; note: potency is the fitted concentration of half-maximal effect; % is set by controls: 0 for no effect and ±100 for the full control effect; nearly all actives have a fitted effect of over 60% in size
Target sequence (P07378 whole entry, looked up): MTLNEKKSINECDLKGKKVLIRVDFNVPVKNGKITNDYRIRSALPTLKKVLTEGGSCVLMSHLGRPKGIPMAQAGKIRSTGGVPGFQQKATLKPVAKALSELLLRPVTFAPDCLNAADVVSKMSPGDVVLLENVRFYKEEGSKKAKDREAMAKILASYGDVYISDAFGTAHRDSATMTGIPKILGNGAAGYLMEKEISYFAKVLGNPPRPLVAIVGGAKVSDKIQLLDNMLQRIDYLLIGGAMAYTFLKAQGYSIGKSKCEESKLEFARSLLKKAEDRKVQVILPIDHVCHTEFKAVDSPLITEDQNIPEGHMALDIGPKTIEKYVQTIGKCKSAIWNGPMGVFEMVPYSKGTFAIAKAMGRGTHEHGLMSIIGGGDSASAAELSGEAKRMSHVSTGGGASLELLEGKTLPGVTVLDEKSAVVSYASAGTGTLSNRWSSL
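Luminescent ATP detection (Kinase-Glo Plus) follows a 60-minute room-temperature incubation, with wells lacking PGK as controls. Buffer: 100 mM TEA (pH 7.6), 5 mM MgCl2, 0.01% Tween-20. Coupling enzyme GAPDH (100 nM final) supplies unstable 1,3-BPG in-well.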
GLS inhibitor – blocks human kidney-isoform glutaminase activity; O94925; GLS enzymatic activity, qHTS titration; Potency, µM (highest dose often 45.5 µM), inactives show at the top dose activity change, negative = inhibition, usual class: inhibitors; 410,000 tested, 0.21% active; AID 624170; note: potency is the fitted concentration of half-maximal effect; % is set by controls: 0 for no effect and ±100 for the full control effect
Target sequence (O94925 whole entry, looked up, canonical isoform): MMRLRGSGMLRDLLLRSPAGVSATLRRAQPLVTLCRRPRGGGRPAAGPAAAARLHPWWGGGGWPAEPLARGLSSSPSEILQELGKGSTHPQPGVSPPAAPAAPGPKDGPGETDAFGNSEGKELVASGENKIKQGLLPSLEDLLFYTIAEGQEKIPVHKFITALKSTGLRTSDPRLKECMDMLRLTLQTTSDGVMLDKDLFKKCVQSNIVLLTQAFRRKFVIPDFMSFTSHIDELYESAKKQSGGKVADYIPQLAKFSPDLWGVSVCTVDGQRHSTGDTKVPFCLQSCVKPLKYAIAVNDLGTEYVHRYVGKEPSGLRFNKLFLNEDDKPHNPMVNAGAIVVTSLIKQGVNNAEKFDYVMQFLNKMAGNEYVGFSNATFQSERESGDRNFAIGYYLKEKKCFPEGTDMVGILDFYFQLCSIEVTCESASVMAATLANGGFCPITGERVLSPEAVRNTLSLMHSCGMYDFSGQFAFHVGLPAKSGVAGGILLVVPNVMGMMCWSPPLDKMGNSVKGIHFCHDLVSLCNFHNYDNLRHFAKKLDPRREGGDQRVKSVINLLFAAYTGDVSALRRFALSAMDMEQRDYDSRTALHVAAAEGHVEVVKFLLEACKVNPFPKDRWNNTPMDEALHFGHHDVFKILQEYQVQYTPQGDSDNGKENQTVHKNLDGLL
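Two-point fluorescence kinetic (t0, 30 min RT) for hKGA; glutamate detected via glutamate oxidase–HRP–Amplex Red. Substrate: 1 mM L-glutamine solution; buffer 45 mM KH2PO4, pH 8.2.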
ERG-DNA inh – blocks human ERG Ets domain binding to DNA; 370,000 tested, 0.028% active; AID 624246; fluorescence polarization, His-ERG Ets domain / labelled DNA; Potency, µM (highest dose often 76.9 µM), for the others: at the top dose FP activity, negative = inhibition, actives largely listed as inhibitors; active = well fitted inhibition curve with a large enough effect in the polarisation, with a control signal flat; inconclusive = small, poorly fitted or top-dose-only effect, or effect the other way, or a change in a side signal; inactive = no such curve, though single readings can be large or run the other way; the % refers to the polarisation;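 note: polarization taken with two DNA probes labelled with fluorescein and Texas red; potency is the fitted concentration of half-maximal effect; % of control where 0% means no effect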
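His-tagged ERG Ets domain (1 uM in the protein solution; 300mM KCl, 50mM Tris-HCl, 1mM EDTA, 1mM DTT, pH 7.5) received compound, then a probe mix of 5 nM fluorescein-DNA and 100nM Texas-615-DNA. Fluorescence polarization was read for both dyes.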
* marks the source's active call; other numbers are inactive results; i = inactive; ? = inconclusive; · = no result given; & = joins results of further samples; [ ] = dose if it differs, or a comment. Unless noted, calls come from the whole dose curve; as a rule, active = well fitted curve in the direction sought with a large enough effect; inconclusive = small, poorly fitted or top-dose-only effect, or another doubt; inactive = no such curve, though single readings can be large; an effect the other way counts as inactive or inconclusive. Random draw from the library, and some 11% of all compounds hit somewhere here.

SMILES | G9a block | Pin1 inhibitor | JMJD2A Tudor | PI4K2A block | HP1b binding inh | BAZ2B block | PGK inhibitor | GLS inhibitor | ERG-DNA inh
COCCSc1nnc(NC(=O)c2cc(C(=O)OC)cc([N+](=O)[O-])c2)s1 | 50µM* | 0% | -16% | -2 | 20% | -37% | -4% | -1% | -4%
CC12CC3CC(C)(C1)CC(C(=O)N1CCN(C(=O)C4CCCO4)CC1)(C3)C2 (stereo unspecified) | 21% | -5% | -18% | 0 | 12% | -14% | -10% | 3% | 11%
Cc1ccccc1C(=O)NC(=S)N(Cc1ccccc1)c1ccccn1 | · | -2% | -17% | -3 | 24% | · | 9% | 1% | -1%
O=C(CCS(=O)(=O)Cc1ccc(Cl)cc1)NCCc1ccccc1 | -9%[59 µM] | -7% | -20% | 4 | 34% | -5% | -2% | 1% | 6%
COCCN(C(=O)CSc1nc(N)cc(=O)[nH]1)c1c(N)n(Cc2ccccc2)c(=O)[nH]c1=O | 50µM* | 0% | -11% | -1 | 14% | 9% | -11% | -20% | 0%
CC(C)c1ccc(Nc2c(-c3ccc(N(C)C)cc3)nc3cnccn23)cc1 | -11%[59 µM] | 5% | ? | 0 | 17% | -30% | 4% | 6% | -2%
C=CCN(C(=O)CCC(=O)Nc1cc(C)on1)C(C(=O)NC1CCCC1)c1ccc(OC)cc1OC (stereo unspecified) | -11% | -2% | -12% | 1 | -4% | 7% | -8% | -6% | -2%
S=C(Nc1ccccc1)Nc1ccccc1-n1cccc1 | 9% | -3% | -16% | 3 | 38% | -22% | i | 5% | 15%
Cc1ccc(C(=O)NCCOc2cccc3cccnc23)cc1Cl | -25% | 0% | -4% | 4 | 26% | -11% | 4% | -8% | 0%
CCOC(=O)C1=C(C)Nc2nc(C)nn2C1c1cc(OC)ccc1OC (stereo unspecified) | 4% | -4% | -4% | 0 | 51%[activator] | 1% | i | 4% | -4%
COc1ccccc1Cn1c(C2CC(=O)N(c3ccccc3OC)C2)nc2ccccc21 (stereo unspecified) | -32%[59 µM] | -1% | -20% | 5 | 17% | -16% | 0% | -7% | -1%
COc1cc(OC)cc(C(=O)N[C@H](C(=O)OCC(=O)Nc2sccc2C#N)C(C)C)c1 | ? | ? | ? | -4 | 1% | ? | -5% | 5% | -6%
COc1ccc(-c2sc(NC(C)=O)nc2-c2ccccc2)cc1 | -14%[59 µM] | -3% | -11% | 4 | 11% | -8% | -4% | 6% | ·
CCc1cc2c(N[C@@H](C)C(=O)O)ncnc2s1 | -34% | -2% | -13% | -12 | 20% | -8% | 9% | 3% | 4%
CC(NC(=O)c1ccccc1)c1nc2ccccc2n1Cc1ccc(Cl)cc1 (stereo unspecified) | 0%[59 µM] | 3% | 2% | 10 | 32% | -4% | -7% | 2% | 1%
COc1ccc(COC(=O)Nc2cc3c(C(F)(F)F)nn(C)c3s2)cc1 | -10%[59 µM] | -1% | -6%[11.4 µM] | 5 | -7% | -5% | 5% | -5% | 8%
CSc1ccccc1C(=O)OCC(=O)N1CCCCCC1 | · | -4% | -8% | -5 | 6% | · | 4% | 7% | 26%
COc1ccc(NC(=O)CCNS(=O)(=O)c2ccc3c(c2)CC(C)N3C(=O)C2CC2)cc1 (stereo unspecified) | 10%[59 µM] | -4% | -27% | -7 | 33% | -15% | -13% | -4% | -5%
CCOC(=O)c1cc(C(=O)n2cc(Cl)cn2)nn1C | 11%[59 µM] | -6% | -4% | 0 | 46%[activator] | 9% | -7% | 3% | 1%
CC(CCc1ccccc1)N(C)CC(O)c1cccc([N+](=O)[O-])c1 (stereo unspecified) | · | -11% | -9% | -6 | 17% | -8% | i | 0% | 2%
COc1cc(OC)c2c(-c3ccccc3)cc(=O)oc2c1C(CCN1CCOCC1)c1ccc(N(C)C)cc1 (stereo unspecified) | 14µM* | 7% | 14µM* | 2 | 18µM* | · | -10% | 3% | -2%
Cc1ccsc1-c1nc(CSCC(=O)NCCN2CCCC2)c(C)o1 | -33% | 4% | 16% | -1 | 23% | -28% | -7% | · | 5%
COc1ccc(CNC(=O)CCC(=O)Nc2nnc(CC(C)C)s2)cc1 | · | -7% | -1% | -3 | 13% | 3% | 1% | -1% | -2%
Cc1ccsc1/C=N/NC(=O)c1nnn(-c2nonc2N)c1-c1ccccc1 | -6% | 0% | -26% | 5 | 17% | -20% | -4% | 12% | -2%
Cc1ccc(CN=c2c([N+](=O)[O-])nn(-c3ccc(Cl)cc3)n2O)cc1 | 50µM* | -1% | ? | 1 | ? | ? | -5% | -1% | -3%
Cc1ccn(CC(=O)N2CCCC(Nc3ccc(F)c(F)c3)C2)n1 (stereo unspecified) | 46%[activator] | 0% | -17% | 6 | 7% | -13% | -6% | 9% | 20%
COc1cccc(Nc2nc(NCCO)nc(N3CCCC3)n2)c1 | · | 3% | -10% | -5 | 29% | · | -2% | -3% | ·
COc1cccc(CN(CC(=O)NCc2ccccc2)C(=O)c2csnn2)c1 | 16% | 0% | 4% | -1 | 71%[activator] | -15% | -2% | -10% | 5%
CCOc1cc(/C=C2\C(=O)NN(c3ccccc3)C2=O)cc([N+](=O)[O-])c1O | 32µM* | · | 50µM* | -7 | 40µM* | ? | ? | ? | 4%
COc1ccc(CCN(C)C2CCCN(S(=O)(=O)c3ccccc3F)C2)cc1OC (stereo unspecified) | 29% | -1% | -17% | 0 | 19% | -31% | 0% | 13% | 8%
Cc1ccccc1NC(=O)c1csc2c1CCCC2 | 16%[59 µM] | -7% | 1% | -1 | 32% | 1% | 0% | 4% | -5%
COC(=O)c1cc2sc(Cl)cc2n1CC(=O)Nc1ccc(OC)c(OC)c1OC | 19% | 18% | -11% | -3 | 12% | 9%[57.1 µM] | -4% | 10% | 0%
Cc1cccc(S(=O)(=O)N/N=c2\sc3ccccc3n2C)c1 | ? | 10% | -6% | -1 | 29% | 5% | -1% | -8% | -7%
CC1CCN(C(=O)CCc2nc3cc(S(=O)(=O)N(C)C)ccc3n2C)CC1 | 0%[59 µM] | -1% | -2% | 4 | 25% | -18% | -1% | 0% | -3%
CC(=O)Nc1ccc(S(=O)(=O)NCCN2CCNC2=O)cc1Cl | -4% | -4% | -22% | 0 | 23% | -24% | 1% | 4% | -18%
CCOC(=O)c1oc2ccccc2c1NC(=O)c1ccc2c(c1)OCO2 | 34% | -2% | -13% | -8 | 17% | 3% | -10% | 1% | 0%
COc1cc2c(cc1Cl)C(=O)C(F)(c1ccccc1)C(=O)N2 (stereo unspecified) | 2% | -2% | -29% | 9 | 12% | -6% | -3% | -11% | -2%
COc1cc(NC(=O)c2cc(-c3cccc(OC)c3)n[nH]2)cc(OC)c1 | -5%[59 µM] | 1% | -17% | -3 | 47%[activator] | -19% | -7% | -6% | -1%
COc1ccc(S(=O)(=O)N2CCCCC2)cc1NC(=O)CN(Cc1ccco1)Cc1ccco1 | 3%[2.33 µM] | 56%[activator] | -31% | -3 | 18% | -26% | i | -5% | 6%
CC(C)N(C(=O)CSc1nnnn1-c1ccc2c(c1)OCO2)C(C)C | -32% | -3% | -1% | 2 | 19% | 2% | -4% | -12% | -7%
COc1cccc(CNC(=O)C2CCN(S(=O)(=O)c3ccc4c(c3)NC(=O)CO4)CC2)c1 | -5% | 5% | -3% | 1 | 35% | -4% | 6% | 0% | 0%
Cc1ccc(C(=O)NNC(=O)CCCCC(=O)NNC(=O)c2ccc(C)cc2)cc1 | · | -12% | -18% | -3 | 23% | -10% | -9% | -1% | 12%
CSc1ccc(CCNC(=O)c2ccc(CS(=O)Cc3ccc(Cl)cc3)o2)cc1 (stereo unspecified) | 24% | -9%&-20% | -26%&-25% | -4&-2 | 22%&5% | ? | -9% | -2%&-9% | -3%&-1%
N#C/C(=N\Nc1ccc(Cl)cc1)C(=O)c1ccsc1 | · | 9% | ? | -1 | ? | 25µM* | -4% | 0% | 7%
COc1ccc(N2CCN(S(=O)(=O)c3ccc(OC)c(-c4noc(C)n4)c3)CC2)cc1 | -24%[59 µM] | ? | -5% | -11 | 24% | -5% | -1% | -9% | 9%
CCCn1nnnc1SCC(=O)NCc1cccs1 | -3% | -6% | 2% | 11 | 31%[activator] | 13% | -12% | 3% | -7%
COc1ccc(N2C(=S)N=C(Nc3ccccc3)C23CCCCC3)cc1 | 5%[59 µM] | 1% | 0% | 2 | 53%[activator] | -35% | -3% | -6% | -4%
CCn1c(=O)cc(OCC(=O)N2CCN(c3ccc(C)cc3)C(C)C2)c2ccccc21 (stereo unspecified) | 6.3µM* | ? | -35% | 3 | -9% | ? | 0% | 34%[activator] | -2%
C=CCn1c(SCC(=O)Nc2ccc(Cl)cn2)nnc1C1CC1 | 78% | -12% | -9% | 3 | 39%[activator] | -28% | i | -6% | -15%
CN(CCc1nc2ccc(Cl)cc2[nH]1)Cc1nc(CC2CC2)no1 | 1% | 3% | -29% | -4 | 30% | -14% | i | 0% | -1%
